Screening data: PubChem BioAssay, several laboratories
Smad3 inh – Smad3 (human) transcription factor binding inhibition; P84022; TR-FRET Smad3/Dy647-FoxH1 peptide binding, europium anti-His; inhibition, % at 25 µM; 0.29% of 88,000 active;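 active means compounds that reduce the energy-transfer binding signal between the protein and its labelled peptide by more than half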;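 further: 0% = Smad3 plus labelled peptide maximal FRET and 100% = peptide-only background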
sEH inhibitor – blocks human soluble epoxide hydrolase activity; recombinant human sEH enzymatic activity assay; inhibition, % at 2 µM; 0.34% of 91,000 active; in the data active means inhibition above about 80%; further: values of inactives mirror those of a sister screen read the other way; many of its hits are not listed in these tables
Target sequence (P34913 whole entry, looked up): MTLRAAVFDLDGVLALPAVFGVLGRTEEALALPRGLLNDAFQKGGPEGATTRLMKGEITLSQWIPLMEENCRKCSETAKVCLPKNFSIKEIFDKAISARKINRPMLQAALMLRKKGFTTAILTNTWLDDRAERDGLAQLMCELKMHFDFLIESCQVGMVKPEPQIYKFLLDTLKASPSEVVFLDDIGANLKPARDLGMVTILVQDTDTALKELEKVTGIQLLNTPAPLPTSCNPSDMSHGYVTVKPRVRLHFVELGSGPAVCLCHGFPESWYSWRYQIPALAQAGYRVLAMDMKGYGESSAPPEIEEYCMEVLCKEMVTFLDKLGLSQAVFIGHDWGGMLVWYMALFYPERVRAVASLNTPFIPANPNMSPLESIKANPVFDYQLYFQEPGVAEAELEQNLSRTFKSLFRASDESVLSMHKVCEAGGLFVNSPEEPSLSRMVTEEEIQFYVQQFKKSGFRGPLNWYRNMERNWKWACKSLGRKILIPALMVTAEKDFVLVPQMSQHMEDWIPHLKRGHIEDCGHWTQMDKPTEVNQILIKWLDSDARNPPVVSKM
ERb coact inh – ER-beta (human) coactivator binding inhibition; TR-FRET ER-beta LBD / SRC1-Cy5 peptide binding; receptor agonist-loaded with 1 µM estradiol; 1.3% of 86,000 active; inhibition, % at 25.6 µM;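 active means compounds whose percent inhibition of the receptor-coactivator binding signal exceeds about 50% in the single-dose screen, limit read from the data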;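 further: 0% = receptor plus peptide wells without compound and 100% = peptide-only wells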
Target sequence (Q92731 whole entry, looked up, the tested form may be a part): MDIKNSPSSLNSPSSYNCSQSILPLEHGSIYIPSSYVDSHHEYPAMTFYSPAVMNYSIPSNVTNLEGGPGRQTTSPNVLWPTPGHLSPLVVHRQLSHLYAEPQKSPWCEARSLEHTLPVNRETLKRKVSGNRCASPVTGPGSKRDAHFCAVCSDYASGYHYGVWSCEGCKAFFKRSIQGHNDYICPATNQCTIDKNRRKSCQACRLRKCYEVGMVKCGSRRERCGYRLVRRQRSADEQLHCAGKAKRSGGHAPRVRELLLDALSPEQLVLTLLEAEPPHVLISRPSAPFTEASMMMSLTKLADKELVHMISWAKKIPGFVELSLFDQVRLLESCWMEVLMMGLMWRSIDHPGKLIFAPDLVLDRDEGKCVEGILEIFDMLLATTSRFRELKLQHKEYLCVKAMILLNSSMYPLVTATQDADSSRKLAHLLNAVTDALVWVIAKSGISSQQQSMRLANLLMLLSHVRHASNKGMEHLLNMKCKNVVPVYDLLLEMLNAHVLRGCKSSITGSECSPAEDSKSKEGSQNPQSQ
Candida biofilm – kills Candida albicans biofilms; C. albicans biofilm + clotrimazole, Alamar Blue; inhibition, % at 6 µM; 0.14% of 85,000 active; AID 834;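 active means inhibition above 20%; inactive means inhibition below 20%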;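 further: preformed 24 hr biofilms exposed to compound for 48 hr; 0% = biofilm without compound and 100% = blank killed by clotrimazole plus chlorhexidine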
MT1-MMP txn act – MT1-MMP promoter transcription activation | activation factor at 10 µM | AID 750 | HT1080 MT1-MMP promoter luciferase reporter, luminescence, overnight; hits give high values | 0.16% of 86,000 active;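 active means activation factor of at least 2 for MT1-MMP transcription at 10 µM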
ERa SRC1 pot – ER-alpha (human) coactivator binding potentiation. P03372. TR-FRET ERalpha-LBD/SRC-Cy5 coactivator binding, 2 h; 100 = basal binding, no effect. coactivator binding (% of control), % at 25.6 µM. 1.3% of 86,000 active; in the data active means activity above about 200%;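 further: binding measured in presence of low estradiol as agonist stimulus; 0% = peptide alone without receptor and 100% = receptor with peptide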
sEH act – soluble epoxide hydrolase (human) activation; P34913; purified human sEH enzymatic activity, activator screen; activation, % at 2 µM; 0.04% of 91,000 active; in the data active means activation above about 37%; further: values of inactives mirror those of a sister screen read the other way
Mac1 fbg enh – enhancers of human CD11b/CD18 binding to fibrinogen; activation, % at 10 µM; 0.07% of 93,000 active; P05107+P11215; K562 CD11b/CD18 adhesion to fibrinogen, ATPlite luminescence;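 active means 10 µM primary screen giving 50% or more activity, confirmed by 40% or more on retest at that dose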; further: strong numbers were not always called active; reference of the scale not given here
CD11b adhes inh – inhibitors of human CD11b/CD18 binding to fibrinogen | P05107+P11215 | K562 CD11b/CD18 adhesion to fibrinogen, ATPlite luminescence; Mn2+ added to activate the integrin | inhibition, % at 10 µM | 0.54% of 93,000 active | AID 1497;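 active means primary inhibition of 50% or more at 10 µM, then 40% or more on retest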; further: some results filed as inactive read as strong as hits
Starred values were filed as active, the others as inactive; . = not tested or not shown; [ ] = another dose, or the depositor's remark. Some of the compounds tested, so the mix of outcomes need not match the whole.

Compound	Smad3 inh	sEH inhibitor	ERb coact inh	Candida biofilm	MT1-MMP txn act	ERa SRC1 pot	sEH act	Mac1 fbg enh	CD11b adhes inh
COc1cccc(-n2c(O)c(C=NCc3ccc4c(c3)OCO4)c(=O)[nH]c2=O)c1	-5	15	0	0	1.2	107	-14	-3	-19
CCCNS(=O)(=O)c1ccc(OCC(=O)N2CCN(C)CC2)cc1	10[fluorescence artefact?]	-14	-24[fluorescence artefact?]	10	1.3	113	14	.	.
CCCCn1c(N)c(C(=O)NCCN2CCOCC2)c2nc3ccccc3nc21	2	0	3[fluorescence artefact?]	8	1	92	-1	1	-9
O=C(Oc1c(Cl)cc(Cl)c2ccccc12)N1CCCCC1	22	-25	18	7	1.2	104	24	-5	56*
CN1C(=O)C(Cc2ccsc2)C(=O)N(C)C1=O	44	0	13[fluorescence artefact?]	0	1.1	131	0	1	3
Cc1ccc2cc3cc(C(=O)N4CCC5(CC4)OCCO5)oc3nc2c1	7	-2	1	5	1.3	117	0	.	.
Cn1cc(C(=O)N2CCC3(CC2)OCCO3)c2c3ccccc3n(C)c2c1=O	10	-2	-9	5	1.1	105	3	-1	-4
CCOC(=O)[C@]1(C#N)[C@@H]2C=CC(C(C)=O)=CN2[C@@H](C(N)=O)[C@@H]1c1ccsc1	12	7	10	6	1	104	-4	4	-27

Already shown: entries from further up.
Compound	Smad3 inh	sEH inhibitor	ERb coact inh	Candida biofilm	MT1-MMP txn act	ERa SRC1 pot	sEH act	Mac1 fbg enh	CD11b adhes inh
O=C(Oc1c(Cl)cc(Cl)c2ccccc12)N1CCCCC1	22	-25	18	7	1.2	104	24	-5	56*
CN1C(=O)C(Cc2ccsc2)C(=O)N(C)C1=O	44	0	13[fluorescence artefact?]	0	1.1	131	0	1	3
Cc1ccc2cc3cc(C(=O)N4CCC5(CC4)OCCO5)oc3nc2c1	7	-2	1	5	1.3	117	0	.	.
Cn1cc(C(=O)N2CCC3(CC2)OCCO3)c2c3ccccc3n(C)c2c1=O	10	-2	-9	5	1.1	105	3	-1	-4

The list continues:
Compound	Smad3 inh	sEH inhibitor	ERb coact inh	Candida biofilm	MT1-MMP txn act	ERa SRC1 pot	sEH act	Mac1 fbg enh	CD11b adhes inh
CN1CCC(O)(c2ccccc2)C(C(=O)c2ccccc2)C1 (stereo unspecified)	2	.	-4[fluorescence artefact?]	8	1.1	112	.	8	-10
COc1ccc(CCn2c(O)c(C=NCc3cccnc3)c(=O)[nH]c2=O)cc1OC	10	-2	-1	5	1	112	0	7	-22
CN(Cc1ccccc1)Cc1ccccc1OC(=O)N(C)C	3	.	6[fluorescence artefact?]	-3	1.1	104	.	3	-2
CC(=O)OC1N=C(c2ccc(Cl)cc2)c2cc(Br)ccc2NC1=O (stereo unspecified)	-14	-4	-4	-1	1.1	75	8	.	.
CCC(=O)N1CC(=O)Nc2ccc(Cl)cc2C1c1ccc(F)cc1 (stereo unspecified)	9	-3	-5[fluorescence artefact?]	7	1.3	103	3	-1	-12
CCCC(=O)NC(Oc1ccccc1Cl)C(Cl)(Cl)Cl (stereo unspecified)	.	3	.	.	.	.	-3	-1	-10
COc1ccc(CC2c3cc(OC)c(OC)cc3CCN2C)cc1OC (stereo unspecified)	-3	6	5[fluorescence artefact?]	10	1	110	-6	-4	2
CC(C)CCNC(=O)c1c(N)n(Cc2ccc3c(c2)OCO3)c2nc3ccccc3nc12	10	-11	5	4	1.1	135[fluorescence artefact?]	11	1	11
Fc1ccccc1N1CCN(Cc2ccc3c(c2)OCO3)CC1	2	.	-1	7	1.1	109	.	-4	-11
O=C(C1CCN(S(=O)(=O)N2CCOCC2)CC1)N1CCC2(CC1)OCCO2	10	-10	-9	-1	1.1	115	10	-6	14
COC(=O)C1C2c3ccccc3OC1(C)N=c1s/c(=C/c3cnn(C)c3C)c(=O)n12 (stereo unspecified)	-7	5	-1	4	0.9	103	-5	-2	-26
COc1ccc(OCC(=O)N2CCN(C(C)C)CC2)cc1	-3	5	-9	1	1.1	107	-5	.	.
CCCCn1c(O)c(C(C)=NCC2CCCO2)c(=O)[nH]c1=O (stereo unspecified)	-16	-25	3	2	1	114	24	-2	-6
CN(Cc1ccccc1)C(=C(Cl)Cl)/C(=C1/NCCN1Cc1ccc(Cl)nc1)[N+](=O)[O-]	6	-1	1	0	1.1	115	-3	0	-19
COc1ccccc1N1CCN(Cc2ccc(Br)s2)CC1	-7	.	-3	1	1.1	89	.	.	.
CC(C)OC12Oc3ccccc3C=C1N1CCC2CC1 (stereo unspecified)	7[fluorescence artefact?]	-6	3	2	1.1	106	6	-3	-1
COC(=O)C(O)(c1ccc(NC(=S)NC(=O)c2ccccc2)cc1)C(F)(F)F (stereo unspecified)	.	12	.	.	.	.	-10	-1	16
Nc1c(C(=O)OCc2ccccc2)c2nc3ccccc3nc2n1Cc1cccs1	-15	-10	-17	-4	1.1	102[fluorescence artefact?]	6	-10	4
c1cncc(CNC2=NCCCCC2)c1	4	6	6	5	1.2	113	-2	-1	3
N=C1c2ccccc2CN1NC(=O)c1ccc(Cl)cc1	.	-5	.	.	.	.	7	2	-14
C=CCN1C(=O)C2(C(C(=O)OCC)=C(N)Oc3c2c(=O)oc2ccccc32)c2ccccc21 (stereo unspecified)	4	6	23	4	0.9	93	-3	-2	-16
FC(F)(F)c1ccc2c(c1)N(CCCN1CCN(CCCl)CC1)c1ccccc1S2	11	3	38	-3	1.4	63	-4	2	32
COc1ccc(CCN(C)Cc2ccncc2)cc1OC	9	4	-1	6	1	114	-8	1	-17
Cc1c(N=Cc2c(O)n(CCc3ccccc3)c(=O)[nH]c2=O)c(=O)n(-c2ccccc2)n1C	-16	17	-19	7	1	92	-17	4	9
COc1ccccc1CCNC1CCC(C(C)(C)C)CC1 (stereo unspecified)	.	2	.	.	.	.	0	-2	16
COc1ccccc1CC1/C(=N/O)C2CCN1CC2 (stereo unspecified)	4	-1	-8[fluorescence artefact?]	3	1.2	108	-1	-6	-16
CCN(CC)CCN=Cc1c(O)n(C2CCCCCC2)c(=O)[nH]c1=O	3	3	-6	6	1.1	105[fluorescence artefact?]	-5	0	-4
O=C(O)c1nonc1-c1nonc1C(=O)O	7	0	-9	8	0.9	111[fluorescence artefact?]	2	-2	2
Cn1c(C(=O)N2CCC(C(=O)N3CCC4(CC3)OCCO4)CC2)cc2sccc21	14	-1	-8[fluorescence artefact?]	3	1	118	2	-6	-29
COCCOC(=O)C1=C(C)OC(N)=C(C(=O)OC)C12C(=O)Nc1ccccc12 (stereo unspecified)	-1	.	3	5	1.3	111	.	2	8
Cc1ccc(C2SCC(=O)Nc3c2c(=O)[nH]n3C2CCOC(C)(C)C2)cc1 (stereo unspecified)	-4	-1	1	9	1.1	101	-1	1	-4
O=C(COc1ccc(S(=O)(=O)N2CCCCC2)cc1)N1CCN(Cc2ccccc2)CC1	3	12	-10[fluorescence artefact?]	6	1	109[fluorescence artefact?]	-10	-1	8
Cn1nc(N)c2c1N=P(N1CCOCC1)(N1CCOCC1)N=C2c1ccccc1	19[fluorescence artefact?]	5	18	5	1.1	122	-5	-3	-6
C=CCn1c(O)c(C(C)=NCCN2CCCCC2)c(=O)[nH]c1=O	-8	-1	-6	0	1.2	99[fluorescence artefact?]	1	0	-2
CCCC1=C(C(=O)OCC)C2(C(=O)Nc3ccc(C)cc32)C(C#N)=C(N)O1 (stereo unspecified)	8	4	3	8	1	118	-3	-3	-13
CN1CC(C(=O)c2ccccc2)C(C(=O)c2ccccc2)C1 (stereo unspecified)	.	-14	.	.	.	.	16	3	4
O=C(Cn1cnc2sc3c(c2c1=O)CCCC3)NCCCC(=O)N1CCC2(CC1)OCCO2	18	5	-8	6	1	92	-4	-3	1
Cc1nc2c(c(C)nn2-c2ccccc2)c(C)c1CCC(=O)N1CCC2(CC1)OCCO2	-7	.	3[fluorescence artefact?]	4	1.3	105	.	-4	54
Cc1ccc2nc3c(cc2c1)CC1(C(=O)N(C)C(=O)N(C)C1=O)C1CCCCN31 (stereo unspecified)	9	-7	4	6	1.3	92	5	2	-3
O=C1NC(=O)N(CCNc2ncc(C(F)(F)F)cc2Cl)C(=O)C1/C=N/OCc1c(F)cccc1Cl (stereo unspecified)	.	-4	.	.	.	.	5	-4	10
CC(C)(C)N1Cc2ccccc2C1=N	.	6	.	.	.	.	-4	-2	0
Cc1noc(C)c1C(=O)N1CCC2(CC1)OCCO2	-8	8	33[fluorescence artefact?]	0	1.2	114	-8	1	-55
CC(=O)OC1N=C(c2ccccc2)c2ccccc2NC1=O (stereo unspecified)	-1	-6	-14	4	0.9	102	6	0	-4
CCOP1(=S)Oc2cc3c(cc2C(C(=O)OC)(C(F)(F)F)O1)OCO3 (stereo unspecified)	-2	.	33[fluorescence artefact?]	0	1	69	.	3	-22
Cc1ccccc1C(O)(Cc1ccccc1)C1CN2CCC1CC2 (stereo unspecified)	7	-12	-12	6	1.1	105	6	1	2
CCC(=O)CC(c1ccc([N+](=O)[O-])cc1)c1c(O)c2ccccc2oc1=O (stereo unspecified)	.	-3	.	.	.	.	4	-4	30
C[n+]1ccc(-c2ccncc2)cc1	-18	-13	-15[fluorescence artefact?]	-2	1.2	125[fluorescence artefact?]	14	1	-10
CNP1(NC)=NC(C(F)(F)F)=NC(C(F)(F)F)=N1	9	8	7[fluorescence artefact?]	1	1.1	123[fluorescence artefact?]	-7	-4	-36
CC1=C(C(=O)OC(C)C)[C@]2(C(=O)N(CC(N)=O)c3ccccc32)C(C#N)=C(N)O1	-1	4	-20	5	1	114[fluorescence artefact?]	-1	.	.
CCC(C)C1N=C(c2ccccc2)c2cc(Cl)ccc2N(CC(=O)NCc2ccco2)C1=O (stereo unspecified)	1	-10	-3	8	.	114	7	3	3
C=Cn1ccnc1P(=S)(c1ccc(N(C)C)cc1)c1nccn1C=C	20	6	-10	9	1.2	100	-5	3	6
O=c1[nH]c(O)c(C=NC2CCN(Cc3ccccc3)CC2)c(=O)[nH]1	-3	.	-5	8	1.1	140	.	.	.
Cc1ccccc1NC1=NCCCS1	2	-2	-4	5	1.1	117[fluorescence artefact?]	5	0	-32
COc1cc(CN2CCN(c3cc(C)ccc3C)CC2)ccc1O	1	10	6	5	1.2	98	-11	-2	7
c1ccc(C2N3CCCN23)cc1 (stereo unspecified)	3	-2	-11	7	1.2	108	5	-2	1
Cc1nc2cc(-c3ccccc3)nn2c(C)c1CCC(=O)N1CCC2(CC1)OCCO2	5	.	-10	-2	0.5	115	.	-1	-16

(next part)
Compound	Smad3 inh	sEH inhibitor	ERb coact inh	Candida biofilm	MT1-MMP txn act	ERa SRC1 pot	sEH act	Mac1 fbg enh	CD11b adhes inh
Cc1ccc(C(=O)Nc2ccc(-n3ccnc3P(=O)(O)c3ccccc3)cc2)cc1	-2	-2	-5	5	1.1	112	0	6	1
Cc1ccc(S(=O)(=O)NCC2CCC(C(=O)N3CCC4(CC3)OCCO4)CC2)cc1 (stereo unspecified)	4	10	-10	-2	1.1	120	-10	.	.
COc1ccccc1N1C(=O)NC(=O)C2(Cc3cc(C)ccc3N(C)C2)C1=O (stereo unspecified)	6	4	-6	8	0.9	105	-2	1	-10
O=C(CCCC1=NS(=O)(=O)c2ccccc2N1)N1CCC2(CC1)OCCO2	-3	-18	-7	1	1.1	123	20	-3	-4
Cc1ccc(-n2nc(C)cc2NC(=O)COc2cc(C)cc3oc(=O)c4c(c23)CCC4)cc1	-2	4	-4[fluorescence artefact?]	6	1.3	100	-2	-3	-14
CCOC(=O)N(C)c1ccc(C(O)(C(=O)OC)C(F)(F)F)cc1 (stereo unspecified)	-2	0	-15	6	1.3	98	6	.	.
